# APP 5UTR inh: APP translation inhibition; SH-SY5Y APP 5'UTR-luciferase reporter, luminescence; inhibition, % at 2 µM; hit rate 0.82% among 190,000;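 active = inhibition above a set limit, derived from the sample mean plus 3 SD, cut at about 45% in these data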; note: values of inactives mirror those of a sister screen read the other way
# STAT1 act: increases IFN-gamma driven STAT1 reporter signal. activation (% of control), % at 5.5 µM. AID 932. hit rate 2.6% among 200,000. NIH 3T3 STAT1-luciferase reporter, luminescence; 100% = IFN-gamma alone, no compound;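 active = activation above the screen-wide mean activation plus 3 SD, cut at about 130% in these data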;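 note: raw ratio to IFN-gamma control signal so 100% means no change and 0% no light; values of inactives mirror those of a sister screen read the other way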
# APP 5'UTR act: activates APP 5'UTR luciferase reporter; activation, % at 2 µM; AID 1276; SH-SY5Y APP 5'UTR luciferase reporter, luminescence; zero percent = DMSO vehicle wells; hit rate 1% among 190,000;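 active = activation above a set limit, based on mean plus 3 SD of controls, cut at about 140% in these data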; note: values of inactives mirror those of a sister screen read the other way
# FLuc inh counter: Photinus pyralis luciferase inhibition counter-screen; inhibition, % at 10 µM; ATPLite firefly luciferase biochemical luminescence, 10 min; AID 1006; hit rate 1.5% among 200,000; P08659;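 active = inhibition above about 50% when tested at 10 µM, limit read from the data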
# Target sequence (P08659 whole entry, looked up): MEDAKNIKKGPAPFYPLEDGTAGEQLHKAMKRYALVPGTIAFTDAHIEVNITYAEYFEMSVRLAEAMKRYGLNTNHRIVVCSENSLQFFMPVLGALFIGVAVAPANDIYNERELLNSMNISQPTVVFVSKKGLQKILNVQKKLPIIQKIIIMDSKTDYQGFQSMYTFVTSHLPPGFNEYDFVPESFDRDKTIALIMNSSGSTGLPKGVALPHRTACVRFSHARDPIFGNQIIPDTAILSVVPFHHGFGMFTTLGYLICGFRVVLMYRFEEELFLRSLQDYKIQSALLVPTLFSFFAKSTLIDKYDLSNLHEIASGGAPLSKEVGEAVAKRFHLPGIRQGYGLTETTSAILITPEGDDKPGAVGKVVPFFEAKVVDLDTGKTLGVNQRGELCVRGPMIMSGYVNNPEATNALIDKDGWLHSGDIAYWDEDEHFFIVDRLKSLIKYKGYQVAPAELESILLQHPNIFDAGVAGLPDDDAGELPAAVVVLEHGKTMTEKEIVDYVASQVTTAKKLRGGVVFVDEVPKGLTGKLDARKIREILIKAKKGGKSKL
# NF-kB expr up: compounds increasing NF-kB expression in human neuronal cells. NF-kB reporter expression; hits give high values. fold change at 12.5 µM. hit rate 1.6% among 190,000. AID 1239; in the data active = fold change above about 3.3
# ROMK primary: modulates human ROMK potassium channel activity | Tet-inducible ROMK, thallium flux fluorescence; actives lie on both sides | B-score at 10 µM | hit rate 2% among 130,000 | AID 1918;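 active = signal ratio slope over the read window, or its plate-corrected B-score, at least 3 SD from the plate mean, either direction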;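 note: B-score of the F/F0 ratio slope over 7 to 12 s after thallium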
# Target sequence (P48048 whole entry, looked up): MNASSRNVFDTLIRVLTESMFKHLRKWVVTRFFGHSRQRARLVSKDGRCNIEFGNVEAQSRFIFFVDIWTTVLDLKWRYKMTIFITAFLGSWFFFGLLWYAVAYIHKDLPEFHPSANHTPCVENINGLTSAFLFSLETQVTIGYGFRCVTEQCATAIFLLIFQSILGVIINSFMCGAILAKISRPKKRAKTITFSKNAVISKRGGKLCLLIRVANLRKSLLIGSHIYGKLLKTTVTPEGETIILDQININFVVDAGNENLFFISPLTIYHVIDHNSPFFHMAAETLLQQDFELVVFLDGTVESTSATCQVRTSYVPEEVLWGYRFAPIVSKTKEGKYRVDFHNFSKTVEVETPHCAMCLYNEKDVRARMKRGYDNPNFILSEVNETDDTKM
# STAT3 blocker: inhibitors of IL-6 induced STAT3 signaling | U3A cells, IL-6 STAT3-luciferase reporter, luminescence; host cell line lacks STAT1 | hit rate 0.89% among 190,000 | AID 862 | inhibition, % at 5.5 µM;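 active = inhibition above the mean inhibition across all screened compounds plus 3 SD, cut at about 44% in these data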;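 note: 0% = DMSO only wells and 100% = 100 µM nifuroxazide control wells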
# STAT1 inh: inhibitors of IFN-gamma induced STAT1 signaling; NIH 3T3 STAT1-luciferase reporter, luminescence; inhibition, % at 5.5 µM; hit rate 0.35% among 200,000;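 active = inhibition above a set limit, the mean inhibition across all tested compounds plus 3 SD, cut at about 34% in these data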;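 note: 0% = IFN-gamma with DMSO and 100% = IFN-gamma with 300 µM nifuroxazide; values of inactives mirror those of a sister screen read the other way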
# FLuc act counter: firefly luciferase counter-screen for stimulation assays; ATPlite luciferase biochemical, luminescence, 10 min; 0 = ATP-free wells, 1 = DMSO control; AID 1027; P08659; 200,000 tested, under 10 active; activation factor at 10 µM;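 active = luciferase activation factor, scaled between plate controls, of at least 2 with compound at 10 µM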
#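 Material: luciferase plus luciferin reagent, cell-free. Medium: PBS buffer for ATP. Also added: ATP substrate, dispensed from a 10.24 µM working solution in PBS. Doses: test compounds dosed from 2 mM stocks in 100% DMSO. Incubation: 10 min post-reagent at room temperature. Technique: light output (luminescence). Read-out basis: luminescence gain marking luciferase activators.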
# STAT3 activator: increases IL-6 driven STAT3 reporter signal | activation (% of control), % at 5.6 µM | U3A cells, IL-6 STAT3-luciferase reporter, luminescence; 100% = signal with IL-6 EC80 alone | hit rate 0.91% among 190,000;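 active = activation above the screen-wide mean of compound activation plus 3 SD, cut at about 130% in these data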;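 note: 0% = background luminescence of wells with medium and substrate only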
#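 Material: STAT3-luciferase reporter U3A cells; Probe or stimulus: IL-6 (33 ng/mL); Incubation: compound pre-incubation 1 h before IL-6, then 6 h stimulation at 37 °C; Technique: luminescence from STAT3-driven luciferase reporter; Evaluation: % activation versus median of IL-6-stimulated wells; Controls: IL-6-only high control.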
# * marks the source's active call; other numbers are inactive results; . = no result given.
SMILES,APP 5UTR inh,STAT1 act,APP 5'UTR act,FLuc inh counter,NF-kB expr up,ROMK primary,STAT3 blocker,STAT1 inh,FLuc act counter,STAT3 activator
CC(NC(=O)CC1Sc2ccccc2NC1=O)c1ccccc1 (stereo unspecified),-18,100,18,-1,0.99,-0.61,17,-2,1,93
O=S1(=O)N=CN(Cc2cccc(F)c2)c2ccccc21,4,97,-4,-5,1,-0.21,4,3,1.1,98
COc1ccc2oc(=O)c(-c3csc(Nc4cccc(O)c4)n3)cc2c1,-36,104,36,39,0.6,-0.18,1,-4,0.6,103
COCn1c(=O)c2c(nc(SC3=NCCS3)n2Cc2ccccc2C)n(COC)c1=O,3,96,-3,4,0.52,.,14,4,1,93
CCC(=O)N1CCc2cc(S(=O)(=O)NCCC(=O)NC3CCCc4ccccc43)ccc21 (stereo unspecified),-4,103,4,-10,0.74,.,-16,-3,1.1,120
O=C(COC(=O)/C=C/c1ccccc1Cl)NCCc1ccc(Cl)cc1Cl,-11,90,11,-2,0.98,.,-2,11,1,105
O=C(N/N=C/c1cc(Br)cc(Br)c1O)c1ccncc1,26,90,-26,-7,1.8,.,15,10,1.1,89
COc1ccc(-n2c(O)c(/C=N/Nc3nc(C)cc(C)n3)c3ccccc3c2=O)cc1OC,33,105,-33,-2,1,1.7,-2,-8,1,103
O=C(O)CCC(=O)NNC(=O)c1ccc(Br)cc1,-7,103,7,-6,1.1,0.5,6,-3,1.1,97
O=C(COC(=O)CCOc1ccccc1)Nc1ncc(Cl)cc1Cl,-1,114,1,-3,0.94,-1.1,2,-15,1,102
CCS(=O)(=O)Nc1ccc(-c2nnc(SCC(=O)OC)o2)cc1,-4,97,4,-2,1.2,0.14,17,4,1,93
CN(C)C(=O)c1nnsc1Sc1ccc(Cl)cc1,-22,116,22,44,1.4,1.9,2,-18,0.6,101
CN(CCCN1CCOCC1)Cc1cn(C)nc1-c1ccccc1F,-4,106,4,-2,1,0.84,8,-7,1,103
CN1CCN(c2nc(N3CCN(c4ccccc4)CC3)ncc2F)CC1,-9,98,9,-7,0.84,-1.5,19,10,1.1,86
N#CCCN(CCC#N)c1nnc(-c2ccccc2)s1,-7,100,7,-1,0.97,0.041,-2,1,1,103
CCCCCCCC[n+]1cccc2c3ccccc3ccc21,20,64,-20,-7,2,.,87*,38*,1.1,29
O=C(CSc1nc(C2CCCCC2)nc2ccccc12)NCc1ccc2c(c1)OCO2,7,107,-7,-7,1.2,0.44,-9,-8,1.1,106
CN(C)C(=O)c1cn(-c2ccccc2)nc1-c1cccs1,15,98,-15,4,0.76,-0.15,7,2,1,98
O=C(CN1CCN(c2ccccc2F)CC1)N1N=CCC1c1ccccc1 (stereo unspecified),-2,91,2,-6,1.1,.,7,10,1.1,96
O=C(c1ccc(Sc2ccc(F)cc2)c([N+](=O)[O-])c1)N1CCOCC1,6,106,-6,-3,1.1,-0.96,5,-6,1,103
O=C(O)C1CC(=O)N(Cc2ccc3c(c2)OCO3)C1 (stereo unspecified),12,90,-12,-5,1.1,.,5,10,1.1,98
CCCCCC1CC1C(=O)N/N=C/c1ccc(N(C)C)cc1 (stereo unspecified),6,108,-6,-4,1.1,-0.95,2,-9,1,105
O=C(CN1C(=O)CNC1=O)Nc1cccc(C(F)(F)F)c1,-13,94,13,-5,1.1,.,1,7,1.1,102
c1csc(-c2noc(CN3CCc4sccc4C3)n2)c1,-19,108,19,2,1.1,-0.0076,-1,-11,1,102
CN(C)c1ccc(CNn2cnnc2SCc2ccc(F)cc2)cc1,-4,100,4,-2,0.95,-1.2,13,0,1,93
COCCNc1nc(-c2cc3ccccc3o2)cs1,-180,194*,180*,62*,8.1*,.,6,-103,0.4,94
Cc1cc(C)n(C(=O)c2ccc([N+](=O)[O-])cc2[N+](=O)[O-])n1,7,88,-7,-6,1,.,12,13,1.1,92
CCN(CC)c1ccc(-c2nnc(SCC(=O)Nc3ccccc3C#N)n2-c2ccccc2)cc1,-2,105,2,-9,0.75,.,-25,-6,1.1,123
Cc1ccc(NCC(O)C(O)C(O)CO)cc1C (stereo unspecified),-2,105,2,-5,1.4,0.39,-3,-6,1,103
CC(C)C(c1nnnn1C1CCCC1)N(C)C1CCCCC1 (stereo unspecified),-2,99,2,-3,0.95,.,8,2,1,98
CC1(C)CC(=O)C2=C(C1)c1c(ccc3ccccc13)NC2c1cc([N+](=O)[O-])cc([N+](=O)[O-])c1O (stereo unspecified),-13,96,13,-5,1.1,0.11,-2,3,1.1,104
O=S(=O)(NC1CCc2ccccc21)c1ccc(S(=O)(=O)N2CCCC2)cc1 (stereo unspecified),25,84,-7,-9,0.82,-0.53,19,16,1.1,89
CN1CCN(C(=O)C2(NC(=O)NCc3ccccc3)CCCCC2)CC1,-12,93,12,-3,1.2,1.8,5,8,1,98
O=C(Cc1ccccc1)NC(NC(=O)Cc1ccccc1)c1cccc([N+](=O)[O-])c1,-7,88,7,-3,1.1,-0.11,5,11,1,100
Cc1ccc(-c2cc(C(=O)NCc3ccccn3)c3ccccc3n2)cc1C,5,103,-5,52*,0.83,.,8,-3,0.5,99
CN(Cc1nccn1C)C(=O)CC1C(=O)NCCN1Cc1cccc(Oc2ccccc2)c1 (stereo unspecified),-24,109,24,-7,1.2,1.7,0,-12,1.1,103

# Reformatted with two lines to a compound: part of the list above
# Below each SMILES: APP 5UTR inh	STAT1 act	APP 5'UTR act	FLuc inh counter	NF-kB expr up	ROMK primary	STAT3 blocker	STAT1 inh	FLuc act counter	STAT3 activator
O=C(Cc1ccccc1)NC(NC(=O)Cc1ccccc1)c1cccc([N+](=O)[O-])c1
  -7	88	7	-3	1.1	-0.11	5	11	1	100
O=C(CN1C(=O)CNC1=O)Nc1cccc(C(F)(F)F)c1
  -13	94	13	-5	1.1	.	1	7	1.1	102
O=C(CSc1nc(C2CCCCC2)nc2ccccc12)NCc1ccc2c(c1)OCO2
  7	107	-7	-7	1.2	0.44	-9	-8	1.1	106

# Later entries:
SMILES,APP 5UTR inh,STAT1 act,APP 5'UTR act,FLuc inh counter,NF-kB expr up,ROMK primary,STAT3 blocker,STAT1 inh,FLuc act counter,STAT3 activator
O=C(CC1(O)C(=O)N(Cc2ccccc2)c2ccccc21)c1ccc2c(c1)OCO2 (stereo unspecified),3,105,-3,-5,1,.,12,-5,1.1,92
COc1ccc(NC(=O)CCC2CCCCC2)cc1S(=O)(=O)N1CCCCC1,-2,93,2,1,0.6,.,9,8,1,97
O=C(CN1C(=O)COc2ccccc21)N(Cc1ccccc1)Cc1ccccn1,6,103,-6,2,0.89,.,6,-4,1,99
COC(=O)CCN(C1CCCCC1)S(=O)(=O)c1ccc(S(=O)(=O)N2CCCCC2)cc1,-14,96,14,-4,1.3,1.1,0,4,1,102
CCN(CC)C(=O)CN1C(=O)C2CC=C(Cl)CC2C1=O (stereo unspecified),-1,102,1,-8,1.2,-0.12,-1,-3,1.1,106
CC(C)CNC(=O)COC(=O)c1ccccc1OCC(=O)Nc1ccc(Br)cc1,10,103,-10,-1,1.3,-0.36,-7,-1,1,104
Nc1nnnn1/N=C/c1ccccn1,-10,103,10,-1,1,-0.83,8,-4,1,98
COc1ccccc1CN1C[C@@H]2C[C@@H](c3ccccc3C)N3CCC[C@@]23C1=O,0,104,0,-4,1.1,-0.96,-8,-6,1,112
O=Nc1ccc(NOC(=O)c2ccccc2)cc1,15,113,-15,90*,1.4,-1.1,13,-15,0.1,90
Cn1cnnc1SCc1nnc(-c2ccccc2Br)o1,11,100,-11,-7,1.5,-0.026,-1,2,1.1,106
Cc1cc(O)c(C(=O)Cc2csc(C)n2)c(O)c1,-36,100,35,26,1.9,0.46,19,0,0.7,90
CCCN1C(=O)c2ccc(C(=O)NC3CCCCC3)cc2C1=O,-12,107,12,0,1.5,.,-1,-8,1,104
CCOC(=O)N1CCC(N2C(=O)c3ccccc3C2Nc2ccc(C)cc2)CC1 (stereo unspecified),1,101,-1,-6,0.41,.,13,-2,1.1,96
CCc1cc2c(=O)[nH]c(Cc3ccccc3)nc2s1,40,101,-40,-6,1.2,-0.53,2,-1,1.1,105
Cc1c(NC(=O)CSc2nncc3ccccc23)c(=O)n(-c2ccccc2)n1C,13,99,-13,-7,1.4,.,8,1,1.1,96
CCOC(=O)NC(=O)/C(N=Nc1cccc(C(F)(F)F)c1)=C(\C)O,9,115,-9,-7,1.3,0.023,-5,-16,1.1,114
CC(C)OCCCNC(=S)Nc1ccc2nc3n(c(=O)c2c1)CCCCC3,-2,91,2,-3,1,0.74,9,8,1,95
O=C(c1ccco1)N(CCO)Cc1cc2cc3c(cc2[nH]c1=O)OCO3,-7,98,7,-2,1.2,1.4,2,0,1,100
COc1ccc(C)cc1NC(=O)c1ccc(OC(F)F)cc1,-18,105,17,9,0.99,-0.016,-8,-3,0.9,104
CCOc1ccc(/C=N/n2cc(-c3ccccc3)[nH]c2=S)cc1,-22,113,22,0,1,-0.082,2,-16,1,105
CC(C)(C)OC(=O)N1CCCC1C(=O)N1CCc2ccccc21 (stereo unspecified),5,98,-5,2,1.1,1,-9,2,1,111
CCCCOC(=O)C1=C(C)Nc2nnnn2C1c1ccccc1Cl (stereo unspecified),-18,92,18,-8,0.54,0.41,17,9,1.1,91
Cc1ccc(Cn2c(C)cc3c(c2=O)C(c2cccs2)C(C#N)=C(N)O3)cc1 (stereo unspecified),-2,94,2,-6,0.96,.,5,0,1.1,104
Oc1ccc(C(=S)N2CCCCC2)cc1,0,98,0,-4,1.3,-0.61,7,2,1,99

# Entries listed so far printed as active in APP 5'UTR act:
Structure | APP 5UTR inh | STAT1 act | APP 5'UTR act | NF-kB expr up | ROMK primary | STAT1 inh | STAT3 activator
COCCNc1nc(-c2cc3ccccc3o2)cs1 | -180 | 194* | 180* | 8.1* | . | -103 | 94

# (listing goes on)
SMILES,APP 5UTR inh,STAT1 act,APP 5'UTR act,FLuc inh counter,NF-kB expr up,ROMK primary,STAT3 blocker,STAT1 inh,FLuc act counter,STAT3 activator
CCOC(=O)CNC(=O)/C=C/c1c(Cl)cccc1Cl,-18,93,18,4,1.7,0.051,19,8,1,87
O=C1NC(Cc2ccccc2)C(=O)N1CC(=O)N1CCCc2ccccc21 (stereo unspecified),6,102,-6,-3,1,-0.25,10,-2,1,91
Cc1cc2c(cc1C)NC(c1ccccn1)C1=C(CC(C)(C)CC1=O)N2 (stereo unspecified),-22,114,.,-4,1.5,-0.18,-6,-11,1,108
Cc1cc(N2CCN(Cc3nc(-c4ccc(F)cc4)oc3C)CC2)cc(C)n1,17,102,-17,-5,0.7,-1,-2,-4,1,106
CNC(=O)CC1C(=O)N(C)C(=S)N1NC(=O)c1ccc(Cl)cc1 (stereo unspecified),-7,104,7,-7,0.88,.,-7,-5,1.1,107
CC1(C)CC(n2c(=S)[nH]c3ccccc3c2=O)CCO1 (stereo unspecified),-13,113,13,-4,0.88,.,11,-15,1,96
CCOc1ccc(NC(=S)NCc2nc3ccccc3[nH]2)cc1,5,98,-5,-3,0.73,-0.17,4,1,1,107
COCCN(C(=S)Nc1ccc(C)cc1C)C(C)c1cccs1 (stereo unspecified),-14,98,14,4,1.1,-1.9,2,0,1,100
O=C(O)c1ccccc1-c1csc(-c2ccccc2)n1,-6,116,6,4,1.7,1.8,-5,-19,1,111

# Compound activity (PubChem BioAssay)
